# mcGAS MS inh = inhibitors of Mus musculus cyclic GMP-AMP synthase, initial high-throughput assay, cell-free, RapidFire MS; Q8C6L5; recombinant mouse cGAS, cGAMP by RapidFire MS; inhibition, % at 12.5 µM; 130,000 compounds, 0.18% hits;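 active = inhibition of cGAS enzyme activity at or above 60%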;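 note: enzyme stimulated by 45 bp dsDNA with ATP and GTP substrates; cGAMP share of summed cGAMP plus half ATP and half GTP signals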
# Target sequence (Q8C6L5 whole entry, looked up): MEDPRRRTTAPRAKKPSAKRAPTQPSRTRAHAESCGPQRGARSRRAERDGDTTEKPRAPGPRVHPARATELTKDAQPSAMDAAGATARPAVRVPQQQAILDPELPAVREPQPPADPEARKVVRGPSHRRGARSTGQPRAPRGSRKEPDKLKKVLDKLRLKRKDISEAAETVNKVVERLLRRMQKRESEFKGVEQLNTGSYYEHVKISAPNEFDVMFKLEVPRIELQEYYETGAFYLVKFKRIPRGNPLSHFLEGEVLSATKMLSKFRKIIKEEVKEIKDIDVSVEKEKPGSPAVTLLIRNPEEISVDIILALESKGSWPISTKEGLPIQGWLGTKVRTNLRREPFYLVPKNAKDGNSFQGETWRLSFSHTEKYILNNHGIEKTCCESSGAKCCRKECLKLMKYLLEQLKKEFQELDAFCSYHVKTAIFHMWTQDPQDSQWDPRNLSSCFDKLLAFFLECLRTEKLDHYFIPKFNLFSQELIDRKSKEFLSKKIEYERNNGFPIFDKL
# Active calls of the source: *; & = joins results of further samples. An excerpt; rates above refer to the full screens.
# Start of the listing, in advance, six compounds:
SMILES,mcGAS MS inh
O=C(COc1ccc2c(c1)OCO2)Nc1ccc(OC(F)(F)F)cc1,0
O=C(NC1CCN(Cc2nnsc2Cl)CC1)c1ccccc1,-14
CCS(=O)(=O)c1ccccc1NC(=O)C(C)c1ccc(OC)cc1 (stereo not given),4
CCCn1c(CN2CCOCC2)nc2c1c(=O)[nH]c(=O)n2C,3
Cc1ccc(OCCN(C)CC(O)COc2ccc(CC#N)cc2)cc1 (stereo not given),-12
CC(NC(=O)C1CSCCS1)c1ccc(F)c(Cl)c1 (stereo not given),-36

# The listing, repeating the preview:
SMILES,mcGAS MS inh
O=C(COc1ccc2c(c1)OCO2)Nc1ccc(OC(F)(F)F)cc1,0
O=C(NC1CCN(Cc2nnsc2Cl)CC1)c1ccccc1,-14
CCS(=O)(=O)c1ccccc1NC(=O)C(C)c1ccc(OC)cc1 (stereo not given),4
CCCn1c(CN2CCOCC2)nc2c1c(=O)[nH]c(=O)n2C,3
Cc1ccc(OCCN(C)CC(O)COc2ccc(CC#N)cc2)cc1 (stereo not given),-12
CC(NC(=O)C1CSCCS1)c1ccc(F)c(Cl)c1 (stereo not given),-36
CC1(C(=O)NS(=O)(=O)c2cccs2)CCN1C(=O)C1(c2ccc(Cl)cc2)CC1 (stereo not given),-6
Nc1cnc(-c2ccc(F)cc2Cl)cn1,-4
CC(=O)c1ccc(C)cc1OCC(=O)NC1CCCCC1C (stereo not given),-3
CC(CCC(=O)O)[C@H]1CCC2C3CC[C@@H]4CCCC[C@]4(C)C3CC[C@@]21C (stereo not given in full),-6
Cn1cnnc1Sc1ccc(CN2CC[C@@H](c3ccc(F)cc3)[C@H](O)C2)o1,-8
COc1ccc(CN2C(=O)CC(C(=O)Nc3ccc(OC)cc3)SC2=Nc2ccccc2)cc1 (stereo not given),-5
COc1cc(Cl)c(S(=O)(=O)N2CCCCC2)cc1Cl,-7
CCOC(=O)Cn1c(=O)c2c(nc3n2CCN3c2cccc(C)c2)n(C)c1=O,1
CC(C)(C)C(=O)NCC(=O)NCc1nc2ccc(F)cc2[nH]1,-5
NC(=O)c1cccnc1Sc1ccc2ccccc2c1,-25
CCCC1(C)CCCN(C(=O)c2cc(S(N)(=O)=O)c(C)o2)C1 (stereo not given),-10
COc1ccc(C2=CSC3=NS(=O)(=O)CCN23)cc1OC,-5
Cc1cc(C)c(S(=O)(=O)Nc2ccc3c(c2)OCO3)c(C)c1-n1cnnn1,10
COc1cccc(NC(=O)c2c(Br)cnn2C)c1,2
Cc1ccccc1OCC(=O)N(Cc1nc2ccccc2c(=O)[nH]1)CC1CCCO1 (stereo not given),7
COC(=O)c1cccc2c1CN(Cc1cc3c(cc1Cl)OCO3)CC2,-9
CCc1ccccc1NC(=O)Nc1c(O)c2ccccc2oc1=O,-1
CCOc1ccc(-n2cnnc2)cc1NS(=O)(=O)NCc1ccccc1,-2
Cc1ccsc1CCNc1cc(N2CCN(C)CC2)nc(N)n1,-4
Clc1ccccc1Nc1nc(NCC2CC2)nc2ccsc12,6
C=CCOC(=O)C1C(C)=Nc2nc(SCCC)[nH]c(=O)c2C1c1ccc(OC)cc1 (stereo not given),1
CCS(=O)(=O)C(C)C(=O)Nc1ccccc1C(C)C (stereo not given),-12
COc1cc(-c2ncnc3scc(C)c23)cc(OC)c1OC,-4
CN(C)C1Cc2cc(Cl)ccc2Sc2ccccc21 (stereo not given),-9
C=C(C)C[C@]12CCC(=O)C=C1CCCC2=O,-5
Cc1nn(C)c(C)c1C(C)C(=O)NCC1CCCCCCC1 (stereo not given),-12
O=S(O)OC1CS(=O)(=O)CC1c1ccccc1 (stereo not given),-14
CC(=O)N1CN(CCCn2ccnc2)Cc2c1sc1c2CCCC1,0
Cc1ccc2ncccc2c1CNCC1(O)CCCN(CC2CCC2)C1=O (stereo not given),-38
COc1ccc(CCC(=O)Nc2cc(Cl)ccc2F)cc1,0
O=C(NCc1cccs1)c1cc(C2CC2)on1,13
O=[N+]([O-])c1ccc(/C=N\O)o1,2
COc1ccc(OC)c(N=C(C)c2c(C)[nH]n(-c3nc4ccccc4s3)c2=O)c1,-6
CC(C)(C)CC(=O)Nc1ccc(Cl)c(C(=O)Nc2cn[nH]c2)c1,-6
Cc1cc(C(=O)N(Cc2cccnc2)c2nc3c(F)cccc3s2)no1,-3
O=C(CSC1CC(=O)N(c2ccccc2)C1=O)NC(c1ccccc1)c1ccc(Cl)cc1 (stereo not given),-2
CN1CCC2(CC1)CN(C(=O)c1cccc(C#CC(C)(C)O)c1)CCN2C,-10
CC1(C(=O)NCc2ccc3c(c2)OCO3)CCN1Cc1cc2ccccc2o1 (stereo not given),-8
CCCSc1ncccc1C(=O)NC(c1ccccc1)c1ccc(Cl)cc1 (stereo not given),2
CC1CCN(Cc2nnnn2CCCC(=O)NC2CCCCCC2)CC1,2
CCN(CC)S(=O)(=O)c1ccc(F)c(C(=O)OC)c1F,6
COc1ccc2cc(CN3CCN([C@H]4CCCC[C@@H]4O)CC3)c(=O)[nH]c2c1,-15
CCC(C)NC(=O)C1CCCN1C(=O)c1csc(Nc2ccccc2OC)n1 (stereo not given),-3
Cc1ccc(OCC(=O)N/N=C2\CCCCC2C)c(C(C)C)c1 (stereo not given),-7
CCN(CC1CCN(CCc2ccccc2C)CC1)C(=O)[C@H]1C[C@@H]2C=C[C@H]1C2,-12
CCOC(=O)c1ccc(N2CCC3(CC2)C(=O)Nc2ccccc23)nc1,-16
CC(C)NC(=O)Cn1nc(C2CC2)c2cnn(-c3cccc(Cl)c3)c2c1=O,-8
Cc1ccc(Cl)cc1-n1ccc2nc(N3CCCCC3)ncc2c1=O,-1
CC(C(=O)NC1CCCC1)S(=O)(=O)Cc1ccc(Cl)cc1 (stereo not given),-1
Cc1cccc(CN2C(=O)c3cnc(-c4cccs4)nc3C[C@@H]2CC(C)C)c1,-1
CC(c1nccs1)N(C)C(=O)c1ccc(CSc2ncn[nH]2)o1 (stereo not given),-23
COC(=O)c1ccc(CN2C(=O)C(C)ON=C2Cc2ccccc2)o1 (stereo not given),-10
O=C1OC(/C=C/c2ccccc2)=NC/1=C/c1ccccc1C(F)(F)F,-4
COc1cccc(CNCc2c(C(=O)N3CCCCCCC3)nc3ccc(Cl)cn23)c1,-6&0

# Retrieved by structure from above, 3 records:
SMILES,mcGAS MS inh
CC(C(=O)NC1CCCC1)S(=O)(=O)Cc1ccc(Cl)cc1 (stereo not given),-1
CC(C)NC(=O)Cn1nc(C2CC2)c2cnn(-c3cccc(Cl)c3)c2c1=O,-8
Cc1cccc(CN2C(=O)c3cnc(-c4cccs4)nc3C[C@@H]2CC(C)C)c1,-1

# Remaining list, next part
SMILES,mcGAS MS inh
C=CCn1c(=O)c2c(nc3n2CC(C)=NN3CCC(C)C)n(C)c1=O,-3
CC1(C(=O)NS(=O)(=O)c2ccccc2OC(F)(F)F)CCN1C(=O)c1ccccc1 (stereo not given),-5
CC(C(=O)Nc1ccccn1)n1nc(-c2ccccc2)ccc1=O (stereo not given),-3
CN(Cc1cc2ccccc2s1)C(=O)c1cc(CN2CCOCC2)on1,-22
Nc1nc(Nc2ccccc2)cc(N2CCNCC2)n1,-6
CCCCn1c(C)c(C)n2c3c(=O)n(CCN4CCCCC4)c(=O)n(C)c3nc12,0
COc1ccc2c(=O)cc(C(=O)O)oc2c1CCl,-7
COc1ccccc1CN(Cc1ccc2[nH]ccc2c1)C1CC1,-7
O=C(NC1CCN(C/C=C/c2ccccc2)CC1)c1ccccc1,7
CCCC[C@@H](C=O)NC(=O)[C@H](CC(C)C)NC(=O)OCc1ccccc1,2
O=C1OC(c2ccccc2Br)=N/C1=C\C(Cl)=C\c1ccccc1,5
Clc1ccc2c(c1)C(C1=NCCN1)c1ccccc1CS2 (stereo not given),-20

# Single entries from the entries so far:
# O=C1OC(c2ccccc2Br)=N/C1=C\C(Cl)=C\c1ccccc1 in mcGAS MS inh is entered as 5
# CCCCn1c(C)c(C)n2c3c(=O)n(CCN4CCCCC4)c(=O)n(C)c3nc12 in mcGAS MS inh is entered as 0
# CCCC[C@@H](C=O)NC(=O)[C@H](CC(C)C)NC(=O)OCc1ccccc1 in mcGAS MS inh is entered as 2
# CC1(C(=O)NS(=O)(=O)c2ccccc2OC(F)(F)F)CCN1C(=O)c1ccccc1 (stereo not given) in mcGAS MS inh is entered as -5

# Additional compounds follow:
SMILES,mcGAS MS inh
Cc1nccc(N2CCOCC2c2ccccc2)n1 (stereo not given),-7
N#CC(C1=NCCCCC1)c1nnc2n1CCCCC2 (stereo not given),-9
CC(C)C(NC(=O)C12CC3CC(CC(C3)C1)C2)C(=O)N/N=C\c1ccccc1C(F)(F)F (stereo not given),-6
Cc1ccc(C)c(-n2[nH]c(-c3ccccc3F)c(-c3ccc(N)cc3)c2=O)c1,-6
CC1CCCC2(C1)C1=C(CCC1)N=C(SCC(=O)Nc1ccccc1)C2C#N (stereo not given),-31
Cc1ccc(N2CCN(N=C/C=C3/N(C)c4ccccc4C3(C)C)CC2)cc1,-6
O=C(C1=C(N2CCCCC2)c2ccccc2S(=O)(=O)N1)c1ccccc1,1
CN(Cc1cccc2cccnc12)c1ncnc2nc[nH]c12,-8
COc1cc(NC(=O)NCCS(=O)(=O)c2c(C)n(C)c3ccccc23)cc(OC)c1,27
CCn1cc(C2OCCC2CNC2CC(C)OC2=O)cn1 (stereo not given),14
Cc1ccc(Nc2ncccc2C(=O)O)cc1C,3
CCOC(=O)C1(Cc2ccccc2C)CCCN(C(=O)CCc2cnccn2)C1 (stereo not given),-3&-2
c1nc(N2CCOCC2)c2cn[nH]c2n1,-5
CC(C)(C)C1OCCCC1CNC(=O)c1ccc(C(N)=O)cc1 (stereo not given),-7
O=C(NC1CCCN(Cc2ccccc2F)C1)c1cccs1 (stereo not given),-4
CCc1ccc(N2CCn3c2nc2c3c(=O)n(CC)c(=O)n2C)cc1,-7
CC1(C(=O)NCc2ccccc2Br)CCN1Cc1ccc(-c2ccccc2)o1 (stereo not given),-3
Cn1cc(CNCC2CN(C3CC3)CCO2)c(-c2ccncc2)n1 (stereo not given),-7
CCCCOc1ccc(S(=O)(=O)NC(=O)C2(C)CCN2C(=O)c2c(C)noc2C)cc1 (stereo not given),-16
COc1ccccc1-c1cc(C(=O)N2CCN(S(=O)(=O)C3CC3)CC2)[nH]n1,-8
COc1ccc(-c2nc(CSc3nnc(-c4ccncc4)n3-c3ccc(OC)cc3)cs2)cc1,-4
N#C/C(=C\c1ccc(Br)cc1)c1nn(CCO)c(N)c1C#N,5
CCCC(NC(=O)C(C)N1CCN(Cc2cc(C)no2)CC1)c1ccccc1 (stereo not given),-2
CN(Cc1ccc(O)cc1)C(=O)C1=NOC(c2ccccc2)C1 (stereo not given),-17&-13
OC1CCN(c2ccnc(-c3cccc4[nH]ccc34)n2)C1 (stereo not given),-10&5
Cc1cnc(C(=O)OCC(=O)Nc2ccc(Cl)cc2F)cn1,-2
COc1cccc2cc(-c3nnc(NC(=O)Cc4ccc(Cl)s4)o3)oc12,-2
O=C(CSc1nncs1)N1CCN(C(=O)CSc2nncs2)CC1,16
Cc1n[nH]c(C)c1C(NC(=O)c1ccc(N(C)C)cc1)C(=O)O (stereo not given),-12
CC(=O)Nc1ccc(Cl)c(C(=O)N(C)C2CCOC(C)(C)C2)c1 (stereo not given),-33
Cn1nc(C(=O)N2CCC3(CCCNC3)C2)c2ccccc21 (stereo not given),10
Cc1ccc(-n2c(=O)[nH]c3c(C(N)=O)nc(-c4ccco4)nc32)cc1,-10
CCOC(=O)N1CCN(/C=C(\C#N)S(=O)(=O)c2ccc(Cl)cc2)CC1,-6
O=C(C=Cc1ccc(F)cc1)c1ccc([N+](=O)[O-])cc1,-6
COC(=O)c1ccc(S(=O)(=O)Nc2ccsc2C(=O)OC)cc1,0
COc1ccc(C2CC(c3cccs3)=NN2C(=O)c2ccc(Br)o2)cc1 (stereo not given),-6
O=C(c1scc2c1CCCC2)N1CC[C@H]2CC[C@@H](C1)N2,-22
Cc1cnn(-c2ccc(C(C)N)cc2F)c1 (stereo not given),-4
COC(=O)C1CCN(C(c2ccc(C)cc2)C2Sc3nc(C)nn3C2=O)CC1 (stereo not given),-9
O=S(=O)(NCc1ccccc1)N1CCc2ccc(C(F)(F)F)cc2C1,-22
O=C(Nc1nncs1)c1c(O)c2c([nH]c1=O)CCCC2,-8
CCCn1nccc1NC(=O)c1cc(=O)[nH]c2ccc(Cl)cc12,-19&-11
Cc1ccc(C)c(NC(=O)C(=O)NCCN2CCOC(c3ccccc3)C2)c1 (stereo not given),-8
O=C(O)c1cc2ccccc2nc1N1CCCC1,0
Cc1nc(SCCC(=O)NC23CC4CC(CC(C4)C2)C3)n(Cc2ccc(Cl)cc2)c1C,-5
CCSc1ncc(CN2CCCC3(CCN(C(=O)C(C)(C)C)C3)C2)cn1 (stereo not given),-1
COc1cc(CN2CCCC(Nc3ccc4c(c3)OCCO4)C2)c(Cl)cc1O (stereo not given),-4
CC1Sc2ccccc2N(Cc2ccc(F)c(Cl)c2)C1=O (stereo not given),24
CN(Cc1cnn(C)c1)C(=O)Nc1ccc(N2CCOCC2)c(F)c1,-10
Cc1cc(C)n2nc(SCc3cc(=O)n4c(C)csc4n3)nc2n1,-13
CC(C)CC(=O)N1CCC(C(=O)c2c(F)cc(F)cc2F)CC1,-12
CC1(C(=O)NS(=O)(=O)c2cccc(OC(F)F)c2)CCN1C(=O)c1cccc(F)c1 (stereo not given),-12
COc1ccc(C2CNCC2C(=O)NCc2cccnc2)c(OC)c1 (stereo not given),-4
COc1cc(C(=O)Nc2ncc(C)s2)cc2c1OCCO2,-14

# Assay outcomes (PubChem BioAssay)
